Assay outcomes from PubChem BioAssay.
a7 integrin act – activators of alpha7 integrin expression for muscular dystrophy | alpha7betagal myoblasts, beta-gal FDG fluorescence, 48 h | Potency, µM (series often up to 38.3 µM), for the others: top-dose activation, usual class: activators | 350,000 tested, 0.064% active | AID 624291;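 note: potency is the fitted concentration of half-maximal effect; 100% = response of the positive control SU9516; nearly all actives have a fitted effect of over 60% in size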
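alpha7betagal+/- myoblasts (passage 13, 250/well) treated 48 h at 37C with compounds at 1:260 dilution of DMSO stock. Lysed, then beta-galactosidase activity read as FDG fluorescence (ex 480/em 540) after 30 min, with pre-read for autofluorescence.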
p53 reactivation – mutant p53 re-activation in reporter cells; Potency, µM (series often up to 92.2 µM), for the others: top-dose activity change, positive = activation, actives largely listed as activators; 320,000 tested, 0.063% active; H1299 p53-A138V BP100-luciferase reporter, luminescence, 24 h; AID 504706; note: potency is the fitted concentration of half-maximal effect; % of control where 0% means no effect; nearly all actives have a fitted effect of over 45% in size
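p53-null H1299 cells stably carrying temperature-sensitive p53-A138V and a BP100-luciferase reporter were pinned with compounds (4-point, 1:5 series) and held 24 hrs at 37 deg C. Luminescence was read 10 min after detection reagent.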
TRPV1 ag – human TRPV1 agonism; Q8NER1; TRPV1-expressing cells, Fluo-8 calcium influx, agonist mode; activation, % at 8.33 µM; 320,000 tested, 0.19% active; AID 540275; in the data active = activation above about 80%; inconclusive = between about 30% and that limit; note: 0% is about no effect
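Cells expressing TRPV1 were dye-loaded with Fluo-8 and read kinetically: 10 s baseline, 3 min after compound (agonist portion), then 2 min after EC20 capsaicin (allosteric enhancer portion). Calcium-bound dye fluorescence at 480/520 nm.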
BRCA1 expr up – BRCA1 expression activation. MCF7-BRCA1-FFLuc reporter, luminescence, 48 h; response scale: scaled: vehicle 0%, 10 µM genistein 100%. Potency, µM (titrated, usually from 46.1 µM), inactives show at the highest dose activation, hits mostly activators. 380,000 tested, 1.1% active. AID 624202; note: potency is the fitted concentration of half-maximal effect; nearly all actives have a fitted effect of over 80% in size; some results filed as inactive show a strong effect at the top dose
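Reporter cells (MCF7, BRCA1 promoter-firefly luciferase) received library compounds across a concentration series for 48 h. End-point luminescence was measured and concentration-effect curves derived after normalization.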
S-ASM inh – blocks human secretory acid sphingomyelinase; Potency, µM (doses to about 57.5 µM), without a hit: at the top dose activity change, negative = inhibition, actives largely listed as inhibitors; P17405; 340,000 tested, 0.006% active; placental ASM, HMU-PC fluorogenic substrate, 60 min; note: potency is the fitted concentration of half-maximal effect
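HMU-PC0 cleavage (9 uM final) by human placental ASM, 60 min at 37 °C following 10 min compound exposure at RT; stopped at pH 10, fluorescence Ex 386/Em 447 nm.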
B2AR arrestin – recruits beta-arrestin to the human beta2-adrenergic receptor; P07550; beta-arrestin recruitment to beta2AR, cell-based reporter; Potency, µM (highest dose often 46.1 µM), for the others: at the highest dose activation, most hits filed as activators; 330,000 tested, 0.02% active; AID 492947;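 note: potency is the fitted concentration of half-maximal effect; 0% = DMSO controls and full agonism = EC100 isoproterenol or metaproterenol; nearly all actives have a fitted effect of over 65% in size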
Target sequence (P07550 whole entry, looked up): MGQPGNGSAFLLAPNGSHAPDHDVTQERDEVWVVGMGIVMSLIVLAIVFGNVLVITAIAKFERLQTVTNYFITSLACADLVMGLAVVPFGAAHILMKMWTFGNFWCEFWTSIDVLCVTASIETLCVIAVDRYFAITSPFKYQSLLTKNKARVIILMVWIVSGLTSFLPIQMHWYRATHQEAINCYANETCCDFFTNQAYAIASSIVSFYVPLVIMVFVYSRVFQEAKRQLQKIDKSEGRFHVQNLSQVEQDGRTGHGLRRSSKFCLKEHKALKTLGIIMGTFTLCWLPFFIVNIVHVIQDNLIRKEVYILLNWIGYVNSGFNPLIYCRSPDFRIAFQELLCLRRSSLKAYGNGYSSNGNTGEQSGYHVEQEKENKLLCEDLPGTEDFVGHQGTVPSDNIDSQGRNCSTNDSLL
Eya2 phos inh – inhibitors of human Eya2 phosphatase activity. AID 488837. recombinant Eya2, OMFP fluorescence dephosphorylation (OMFP is methylfluorescein phosphate). O00167. 330,000 tested, 0.006% active. Potency, µM (highest dose often 76.9 µM), without a hit: at the top dose activity, negative = inhibition, actives largely listed as inhibitors; note: potency is the fitted concentration of half-maximal effect; % is set by controls: 0 for no effect and ±100 for the full control effect
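Eya2 protein (added as 0.2 uM solution) was preincubated with compound for 10 min at ambient temperature in 50 mM HEPES pH 7.5, 50 mM NaCl, 5 uM MgCl2, 0.05% BSA, 1 mM DTT. OMFP (added at 50 uM) then reacted 10 min; fluorescence read at 485/525 nm.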
uPA surface inh – inhibitors of cell surface uPA generation; cell surface uPA generation assay, qHTS; Potency, µM (doses to about 38.3 µM), inactives show at the top dose activity change, negative = inhibition, actives largely listed as inhibitors; 330,000 tested, 0.31% active; AID 540303; active = well fitted inhibition curve with a large enough effect; inconclusive = small, poorly fitted or top-dose-only effect; inactive = no such curve, though single readings can be large or run the other way; tested in mouse RAW 264.7 cells; note: potency is the fitted concentration of half-maximal effect; % is set by controls: 0 for no effect and ±100 for the full control effect; nearly all actives have a fitted effect of over 55% in size
USP2a block – inhibitors of human ubiquitin-specific protease USP2a | O75604 | USP2 core, Ub-CHOP2 coupled fluorogenic reporter, 485/531 | Potency, µM (highest dose often 38.3 µM), without a hit: at the top dose activity change, negative = inhibition, actives largely listed as inhibitors | 330,000 tested, 0.01% active | AID 463254;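 note: potency is the fitted concentration of half-maximal effect; plate controls were DMSO wells for no effect and full inhibition by NEM control for full effect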
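Cell-free coupled assay: 10nM USP2 core preincubated 30min RT with compound in Tris-HCl pH 8.0/CaCl2/CHAPS buffer, then 25nM Ub-CHOP2 and 25nM reporter substrate; fluorescence (Ex 485/Em 531) read after 60min RT, normalized to NEM inhibition, concentration-response curves fitted.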
ELG1 genotoxic – genotoxicity induction in ELG1-luciferase HEK293T cells | HEK293T ELG1-luciferase reporter, luminescence, 16 h | Potency, µM (highest dose often 46 µM), for the others: at the highest dose activity change, positive = activation, actives largely listed as activators | 330,000 tested, 1.3% active; note: potency is the fitted concentration of half-maximal effect; % of control where 0% means no effect; nearly all actives have a fitted effect of over 60% in size
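Step 1: seed 2,000 HEK293T ELG1-luciferase cells per well. Step 2: add compound or DMSO, incubate 16 hr at 37 °C. Step 3: ONE-Glo, 30 min at room temperature, read luminescence.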
PTAP TSG101 blk – blocks PTAP/TSG101 interaction to inhibit HIV-1 budding; Q99816; Fluorescence polarization, FITC-PTAP peptide / Tsg101 binding; Potency, µM (series often up to 115 µM), without a hit: at the highest dose activity change, negative = inhibition, most hits filed as inhibitors; 340,000 tested, under 10 active; AID 493005; active = well fitted inhibition curve with a large enough effect in the main read-out, with a control signal flat, not every such curve was filed as active; inconclusive = small, poorly fitted or top-dose-only effect, or effect the other way, or a change in a side signal; inactive = no such curve, though single readings can be large or run the other way; note: potency is the fitted concentration of half-maximal effect; % of control where 0% means no effect
Target sequence (Q99816 whole entry, looked up): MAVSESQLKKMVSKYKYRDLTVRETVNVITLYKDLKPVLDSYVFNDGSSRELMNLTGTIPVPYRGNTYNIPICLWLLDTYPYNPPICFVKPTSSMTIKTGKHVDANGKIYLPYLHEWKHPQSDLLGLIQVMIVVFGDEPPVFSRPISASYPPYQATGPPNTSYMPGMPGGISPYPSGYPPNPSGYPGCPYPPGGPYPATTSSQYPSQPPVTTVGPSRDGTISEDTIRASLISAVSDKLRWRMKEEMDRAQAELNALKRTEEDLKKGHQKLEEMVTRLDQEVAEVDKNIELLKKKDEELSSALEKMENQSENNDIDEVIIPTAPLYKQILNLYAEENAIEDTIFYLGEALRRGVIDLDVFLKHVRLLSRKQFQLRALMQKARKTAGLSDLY
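Steps: Tsg101 binding domain dispensed (10 uM final), compounds pinned in DMSO, FITC-labeled PTAP-motif peptide added (50 nM final); after 20 min binding at room temperature, polarization measured.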
Starred values were filed as active, the others as inactive; ? = inconclusive; nt = not tested or not shown; [ ] = another dose, or the depositor's remark. Unless noted, calls come from the whole dose curve; as a rule, active = well fitted curve in the direction sought with a large enough effect; inconclusive = small, poorly fitted or top-dose-only effect, or another doubt; inactive = no such curve, though single readings can be large; an effect the other way counts as inactive or inconclusive.

Every second line gives: a7 integrin act	p53 reactivation	TRPV1 ag	BRCA1 expr up	S-ASM inh	B2AR arrestin	Eya2 phos inh	uPA surface inh	USP2a block	ELG1 genotoxic	PTAP TSG101 blk
> COc1ccc(NC(=O)CCN2CCCC2)c(OC)c1
    7%	6%	1	38%	2%	-0.4%	3%	-1%	-1%	2%	-2%
> COc1ccc(C2=NCCNC(C(F)(F)F)=C2)cc1
    -8%	-1%	-2	-6%	-3%	0.0%	5%	2%	4%	0%	1%
> Cc1cc2nc(C)n(CCCNC(=O)Nc3cccc4ccccc34)c2cc1C
    -43%[inhibitor]	-7%	-1	-47%	-1%	0.5%	-1%	-6%	-3%	-8%	-7%
> COC(=O)[C@@]1(C)[C@H]2C(=O)N(C)C(=O)[C@H]2[C@H]2CN(C)C(=NC3CCCCC3)N21
    13%	1%	nt	11%	8%	-0.7%	8%	12%	1%	5%	-4%
> N/C(Cc1ccc(Cl)cc1Cl)=N\OC(=O)Cc1ccccc1
    30%	?	9	13%	-2%	-0.8%	-17%	4%	0%	0%	1%
> COc1cccc(C(C)NC(=O)Nc2cccc(C(F)(F)F)c2)c1 (centres undefined)
    -40%	4%	-7	-28%	-4%	-0.8%	-13%	-1%	4%	-3%	0%
> Cc1ccc(S(=O)(=O)N2CCC(C(=O)N[C@H](C(=O)NCc3ccco3)C(C)C)CC2)cc1
    0%	-1%	0	6%	4%	-0.3%	11%	4%	4%	1%	-1%
> Nc1nonc1-n1nnc(C(=O)N/N=C/c2ccccc2Cl)c1CN1CCOCC1
    3%	-2%	6	-8%	-1%	0.4%	-3%	13%	2%	-2%	0%
> CC(C)(C)NC(=O)COC(=O)CCC(=O)c1ccc(Cl)cc1
    14%	1%	23	-10%	4%	0.1%	-7%	4%	1%	0%	-1%
> CC(C)[C@H](NC(=O)c1ccccc1F)C(=O)NCCc1ccccc1
    2%	-8%	2	-2%	-2%	0.5%	-2%	1%	-1%	2%	-5%
> COc1cccc(NC(=S)/C(=C(\[O-])c2ccc(OC(F)F)cc2)[n+]2ccccc2)c1
    -63%[inhibitor]	12%	-2	-28%	-7%	-0.1%	0%	-1%	2%	3%	-9%
> C=CCc1c(C)nc2c(C(=O)O)cnn2c1C
    -6%	0%	3	-19%	5%	-0.1%	6%	nt	1%	3%	-10%
> O=C(N/N=C/c1cc(O)ccc1[N+](=O)[O-])c1ccc2c(c1)OCCO2
    -3%	0%	2	80%	-4%	-0.2%	-1%	-10%	0%	?	-1%
> O=C(C[C@@H]1C/C=C\C[C@H](Cc2ccc(F)cc2)C(=O)OC[C@@H](Cc2c[nH]c3ccccc23)NC1=O)NCCO
    -25%	-3%	nt	-8%	-7%	0.1%	6%	7%	0%	0%	nt
> COc1ccc(-c2c(C#N)c(C)nc3c2C(=O)c2ccccc2-3)cc1
    12%	2%	-2	-5%	0%	0.2%	25%	-16%	-1%	-1%	8%

Seven successive compounds out of the list so far, for reference:
Every second line gives: a7 integrin act	p53 reactivation	TRPV1 ag	BRCA1 expr up	S-ASM inh	B2AR arrestin	Eya2 phos inh	uPA surface inh	USP2a block	ELG1 genotoxic	PTAP TSG101 blk
> COc1ccc(C2=NCCNC(C(F)(F)F)=C2)cc1
    -8%	-1%	-2	-6%	-3%	0.0%	5%	2%	4%	0%	1%
> Cc1cc2nc(C)n(CCCNC(=O)Nc3cccc4ccccc34)c2cc1C
    -43%[inhibitor]	-7%	-1	-47%	-1%	0.5%	-1%	-6%	-3%	-8%	-7%
> COC(=O)[C@@]1(C)[C@H]2C(=O)N(C)C(=O)[C@H]2[C@H]2CN(C)C(=NC3CCCCC3)N21
    13%	1%	nt	11%	8%	-0.7%	8%	12%	1%	5%	-4%
> N/C(Cc1ccc(Cl)cc1Cl)=N\OC(=O)Cc1ccccc1
    30%	?	9	13%	-2%	-0.8%	-17%	4%	0%	0%	1%
> COc1cccc(C(C)NC(=O)Nc2cccc(C(F)(F)F)c2)c1 (centres undefined)
    -40%	4%	-7	-28%	-4%	-0.8%	-13%	-1%	4%	-3%	0%
> Cc1ccc(S(=O)(=O)N2CCC(C(=O)N[C@H](C(=O)NCc3ccco3)C(C)C)CC2)cc1
    0%	-1%	0	6%	4%	-0.3%	11%	4%	4%	1%	-1%
> Nc1nonc1-n1nnc(C(=O)N/N=C/c2ccccc2Cl)c1CN1CCOCC1
    3%	-2%	6	-8%	-1%	0.4%	-3%	13%	2%	-2%	0%

Further compounds follow:
Every second line gives: a7 integrin act	p53 reactivation	TRPV1 ag	BRCA1 expr up	S-ASM inh	B2AR arrestin	Eya2 phos inh	uPA surface inh	USP2a block	ELG1 genotoxic	PTAP TSG101 blk
> Cn1c(SCC(=O)N2CCCCCC2)nc2c(c1=O)SCC2
    -25%	-2%	-1	-12%	0%	0.0%	7%	8%	3%	-1%	0%
> CCOC(=O)CNC(=O)N1CCC(CCC(=O)N(C)Cc2ccccc2)CC1
    9%	nt	-1	-16%	-1%	-0.2%	-2%	4%	3%	-4%	-3%
> Cc1cc(OCC(=O)N2CCN(c3ccccc3)CC2)c2c(C)cc(=O)oc2c1
    4%	-7%	0	-6%	6%	0.3%	8%	14%	0%	8%	-1%
> NC(=O)C(c1ccc(Cl)cc1)c1ncc(C(F)(F)F)cc1Cl (centres undefined)
    -4%	1%	2	-4%	-3%	-0.5%	-17%	3%	1%	-2%	-2%
> Cn1c(Cn2c(=O)sc3ccccc32)nnc1SCC(N)=O
    -12%	8%	1	11%	2%	2.7%	-11%	3%	-2%	2%	-2%
> CCCCCCCC(=O)N/N=C(\C)c1cccnc1
    -8%	0%	14	4%	4%	-0.8%	5%	-3%	1%	-6%	-8%
> COc1ccc(OC)c(S(=O)(=O)n2nnc3cc(Cl)ccc32)c1
    27%	-1%	nt	2%	0%	-0.9%	19%	-2%	1%	1%	-6%
> COc1ccc(S(=O)(=O)N2CCN(Cc3cc(=O)n4ccccc4n3)CC2)cc1
    19%	-1%	-3	-2%	3%	0.0%	-28%	8%	0%	1%	-2%
> CCN(CC)c1ccc(S(=O)(=O)N2CCCCC2)cc1NC(=O)CN1C(=O)NC2(CCCC2)C1=O
    13%	-8%	2	-34%	3%	0.0%	-1%	-2%	2%	-1%	-2%
> CC1CC(NC(=O)CC#N)CC(C)(C)C1 (centres undefined)
    -18%	0%	6	-9%	5%	0.3%	-18%	-1%	-3%	-3%	-2%
> Cc1sc(NC(=O)C2CC(Cl)=CCC2C(=O)O)c(C#N)c1C (centres undefined)
    -23%	2%	-1	-6%	3%	0.3%	-14%	4%	2%	-4%	-5%
> CCCCOC(=O)c1ccc(NC(=O)/C=C/c2cccs2)cc1
    -1%	9%	?	16%	-14%	0.1%	-6%	-7%	-10%	1%	-1%
> O=C(NC(=S)Nc1ncc(Br)cc1Br)c1cncc(Br)c1
    ?	nt	7	-50%	-3%	nt	nt	nt	nt	nt	-2%
> COCCNC(=S)Nc1ccc(Cl)c(Cl)c1
    -9%	-2%	?	34%	1%	-0.3%	8%	0%	3%	-2%	-3%
> CCn1c(=O)cc(OCC(=O)NCCCN2CC(C)CC(C)C2)c2ccccc21 (centres undefined)
    17%	-16%	0	-23%	0%	-0.2%	-15%	nt	-3%	16µM*	-7%

Other compounds:
Every second line gives: a7 integrin act	p53 reactivation	TRPV1 ag	BRCA1 expr up	S-ASM inh	B2AR arrestin	Eya2 phos inh	uPA surface inh	USP2a block	ELG1 genotoxic	PTAP TSG101 blk
> CC(C)(C)NC(=O)C1CCCN(S(=O)(=O)c2cccc3cccnc23)C1 (centres undefined)
    -27%	-1%	nt	4%	1%	3.0%	-5%	7%	-2%	-8%	-4%
> CCc1ccccc1NC(=O)C(CC)Sc1nc2cc3c(cc2c(=O)n1Cc1ccco1)OCO3 (centres undefined)
    15%	-4%	-3	-33%	0%	-0.3%	3%	nt	-1%	0%	-5%
> Cc1c(C(=O)OCC(=O)NCCN2C(=O)CSC2=O)cccc1[N+](=O)[O-]
    -14%	-3%	0	6%	-3%	-0.2%	-2%	-5%	-1%	0%	1%
> COc1cccc(NC(=O)Nc2cc(C(=O)O)ccc2N2CC3CC(C2)c2cccc(=O)n2C3)c1 (centres undefined)
    1%	4%	2	-37%	5%	5.0%	2%	-7%	4%	0%	-1%
> O=C1CC(N2CCc3ccccc32)C(=O)N1c1ccc(F)cc1 (centres undefined)
    ?	1%	1	0%	-4%	-0.2%	-4%	-2%	1%	8%	0%
